CHRM5 agonist – agonists of human muscarinic M5 receptor (CHRM5); AID 624037; CHO-K1 hM5 cells, Fluo-8 calcium fluorescence; 0% DMSO wells, 100% maximal acetylcholine response; 360,000 compounds, 0.19% hits; activation, % at 3 µM; P08912;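 active means activation above the run's mean over test compounds plus 3 SD, cut at about 23% in these data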;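 further: signal is peak over basal fluorescence ratio across the kinetic read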
Target sequence (P08912 whole entry, looked up): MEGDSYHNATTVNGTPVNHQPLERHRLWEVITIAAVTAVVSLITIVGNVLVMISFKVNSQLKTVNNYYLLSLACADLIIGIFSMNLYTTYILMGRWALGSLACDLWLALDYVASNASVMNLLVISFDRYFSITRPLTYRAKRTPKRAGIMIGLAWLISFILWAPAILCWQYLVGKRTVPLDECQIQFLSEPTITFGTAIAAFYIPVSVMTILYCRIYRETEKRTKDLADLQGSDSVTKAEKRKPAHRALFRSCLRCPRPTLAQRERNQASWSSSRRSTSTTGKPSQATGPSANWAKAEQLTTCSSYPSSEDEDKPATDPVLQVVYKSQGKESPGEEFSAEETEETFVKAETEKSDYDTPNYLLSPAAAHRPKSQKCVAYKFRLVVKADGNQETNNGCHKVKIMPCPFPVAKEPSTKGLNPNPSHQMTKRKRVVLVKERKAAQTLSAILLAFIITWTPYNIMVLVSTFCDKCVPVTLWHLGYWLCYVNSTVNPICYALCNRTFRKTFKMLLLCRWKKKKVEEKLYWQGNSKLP
M1 PAM parental – M1 PAM counterscreen hit in parental CHO-K1 cells; AID 602247; activation, % at 3 µM; ATP EC20, Fluo-8 calcium fluorescence; 0% at ATP EC20, 100% at ATP max; 360,000 compounds, 0.02% hits;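 active means activation above the run cutoff, the mean activation of all test compounds plus 3 SD, cut at about 40% in these data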;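 further: peak over basal fluorescence ratio in a 140 s read after ATP addition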
TAAR1 antagonist – antagonists of human TAAR1; Q96RJ0; CHO RD-HGA16 TAAR1, Fluo-8 calcium fluorescence, antagonist; inhibition, % at 3 µM; 360,000 compounds, 1.5% hits; AID 624466;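 active means inhibition above a per-plate cutoff, the mean inhibition of test compounds on that plate plus 3 SD, cut at about 49% in these data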;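 further: 0% = DMSO plus EC80 beta-PEA response and 100% = DMSO alone without agonist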
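System: RD-HGA16 CHO cells with stable hTAAR1 and Gα16 | Probe or stimulus: EC80 β-phenethylamine stimulus | Dosing: 3 µM, single point | Times: Dye loading 75 min at 37 °C, then 30 min room temperature | Measured by: Fluo-8 calcium-sensitive fluorescence | Read-out basis: % inhibition of agonist calcium response | Replicates: n of 1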
CHRM4 PAM – positive allosteric modulators of human muscarinic M4 receptor; CHO-K1 hM4/Gqi5, Fluo-8 calcium fluorescence, ACh EC20; 0% = ACh EC20, 100% = maximal ACh; activation, % at 3 µM; 360,000 compounds, 0.4% hits;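 active means activation above its plate's cutoff, the mean activation of sample wells plus 3 SD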; further: some results filed as inactive read as strong as hits
Target sequence (P08173 whole entry, looked up): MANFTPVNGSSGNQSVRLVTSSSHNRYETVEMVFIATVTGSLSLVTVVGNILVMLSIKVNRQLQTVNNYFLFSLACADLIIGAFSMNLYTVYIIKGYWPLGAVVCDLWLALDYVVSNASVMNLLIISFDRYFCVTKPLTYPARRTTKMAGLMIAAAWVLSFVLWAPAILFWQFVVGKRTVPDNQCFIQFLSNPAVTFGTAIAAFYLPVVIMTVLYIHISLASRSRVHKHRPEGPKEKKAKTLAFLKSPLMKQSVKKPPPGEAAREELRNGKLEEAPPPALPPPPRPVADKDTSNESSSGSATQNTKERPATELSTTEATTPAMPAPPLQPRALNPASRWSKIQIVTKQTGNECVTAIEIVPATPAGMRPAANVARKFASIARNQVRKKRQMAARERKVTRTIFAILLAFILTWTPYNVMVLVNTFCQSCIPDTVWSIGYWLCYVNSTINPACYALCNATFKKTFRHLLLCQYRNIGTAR
CRFR2-BP ag – CRF-BP/CRF-R2 complex agonism. 350,000 compounds, 0.46% hits. HEK293 CRF-R2/CRF-BP, calcium dye fluorescence (FLIPR); percent of saturating CRF peptide response. activation, % at 13.2 µM;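 active means activation of at least 50%, plus an integration ratio under a set limit after plate pattern correction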;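 further: plate controls were neutral control wells without compound for no effect and CRF at EC100 for full effect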
M5 PAM – potentiates acetylcholine response at human M5 receptor; P08912; CHO-K1 hM5, Fluo-8 calcium, ACh EC20 PAM; 0% = ACh EC20, 100% = ACh EC100; activation, % at 3 µM; 360,000 compounds, 0.3% hits;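 active means activation above the run cutoff, the mean activation of all test compounds plus 3 SD, cut at about 18% in these data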
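system = human M5 receptor in CHO-K1 cells | reagent = EC20 acetylcholine as agonist stimulus | compound dosing = single-point, 3 µM nominal | incubation = Fluo-8 loading 80 min at 37 °C plus 30 min room temperature | detection = Fluo-8 calcium dye fluorescence, kinetic read | benchmarks = low control EC20 acetylcholine (0%), high control EC100 acetylcholine (100%)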
TAAR1 agonist – agonists of human TAAR1; 360,000 compounds, 0.99% hits; CHO RD-HGA16 TAAR1, Fluo-8 calcium fluorescence; vehicle wells 0%, saturating PEA agonist 100%; activation, % at 3 µM; Q96RJ0;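 active means activation above the mean activation of all test compounds in the run plus 3 SD, cut at about 38% in these data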
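System: CHO RD-HGA16 cells carrying human TAAR1 plus Gα16; Incubation: 17-24 h seeding, 75 min 37 °C dye, 30 min RT; Measured by: Fluo-8 fluorescence, 5 s baseline then 140 s kinetic read; Control set: DMSO and PEA EC100; Replication: single well for each compound.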
M5 antag – blocks acetylcholine activation of human M5 receptor; inhibition, % at 3 µM; P08912; CHO-hM5 cells, Fluo-8 calcium fluorescence, ACh EC80; 360,000 compounds, 0.59% hits; AID 624040;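 active means inhibition above a per-plate cutoff, the mean of that plate's test compounds plus 3 SD, cut at about 27% in these data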;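 further: 0% = acetylcholine EC80 with DMSO and 100% = DMSO without agonist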
CRFR2-BP antag – CRF-BP/CRF-R2 complex antagonism. HEK293 CRF-R2/CRF-BP, CRF-induced calcium fluorescence. inhibition, % at 11.8 µM. 350,000 compounds, 0.59% hits;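 active means inhibition of the ligand-induced calcium signal above about 50% at the single tested concentration, limit read from the data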
An asterisk follows results filed as active; x = not tested or not shown. Hits appear at their usual frequency; 4.2% or so of the library scored in one or more.

The opening three records, ahead of the listing:
smiles,CRFR2-BP ag,M1 PAM parental,TAAR1 agonist,CHRM5 agonist,M5 antag,TAAR1 antagonist,M5 PAM,CHRM4 PAM,CRFR2-BP antag
CC(C)(C)C(=O)COC(=O)CNC(=O)c1ccc(Oc2ccccc2)cc1,-3.0,2,4,-3,4,8,-4,0,31
CC(=O)OCC[n+]1c(C)n(-c2ccccc2)c2ccc(Cl)cc21,-0.3,1,3,2,-2,4,2,0,9
Cc1ccc(C)c(S(=O)(=O)N2CCN(C(=O)c3ccc(-n4cncn4)c([N+](=O)[O-])c3)CC2)c1,0.5,8,0,0,4,-21,-3,1,29

The whole of this part (from the top)
smiles,CRFR2-BP ag,M1 PAM parental,TAAR1 agonist,CHRM5 agonist,M5 antag,TAAR1 antagonist,M5 PAM,CHRM4 PAM,CRFR2-BP antag
CC(C)(C)C(=O)COC(=O)CNC(=O)c1ccc(Oc2ccccc2)cc1,-3.0,2,4,-3,4,8,-4,0,31
CC(=O)OCC[n+]1c(C)n(-c2ccccc2)c2ccc(Cl)cc21,-0.3,1,3,2,-2,4,2,0,9
Cc1ccc(C)c(S(=O)(=O)N2CCN(C(=O)c3ccc(-n4cncn4)c([N+](=O)[O-])c3)CC2)c1,0.5,8,0,0,4,-21,-3,1,29
COc1ccccc1NC(=S)NCC1CCCCC1,1.6,23,0,-10,-7,4,-4,0,-4
O=C(O)CC/C(=N/NC(=O)CNC(=O)C(c1ccccc1)c1ccccc1)c1ccccc1,3.5,-11,2,1,3,31,4,5,12
COCc1c(C(=O)OCC(=O)NCCc2ccc(S(N)(=O)=O)cc2)oc2ccccc12,-1.5,-18,12,1,-7,10,-4,-4,-1
COc1ccccc1Oc1ncnc2c1oc1ccccc12,0.4,-13,2,-2,11,-1,-7,-10,-9
O=C(Nc1ccc(Cl)cc1)OCc1cncs1,-3.5,-6,10,2,20,14,-5,-1,3
O=C(NN=Cc1ccc2c(c1)OCO2)NN=Cc1ccc2c(c1)OCO2,-3.7,-5,16,2,-2,21,7,1,9
CN(C)c1ccc(-c2ccnc3c2CC(C)(C(=O)Nc2ccc(F)c(Cl)c2)O3)cc1 (stereo not drawn),x,6,0,-2,-4,-33,1,0,x
COc1ccc(/C=N/NC(=O)c2ccc(NC(=O)c3cccc([N+](=O)[O-])c3)cc2)c(C(=O)O)c1OC,-1.2,3,-3,0,4,-8,8,-3,-7
O=C(C[C@H]1C/C=C\C[C@H](NC(=O)OCC2c3ccccc3-c3ccccc32)C(=O)OC[C@@H]2CCCN2C1=O)N[C@H](CO)Cc1ccccc1,-1.1,-7,x,-3,18,x,-7,-6,-3
O=C(CN1CCN(C(=O)c2ccccc2)CC1)Nc1ncc(Br)cc1Br,1.9,9,6,-3,-6,-1,-1,4,8
CCN(c1ccccc1)S(=O)(=O)c1cc(C(=O)Nc2ccc(F)c(F)c2)ccc1F,3.0,0,11,3,23,56*,-18,-15,-16
CC(O)c1c(OCc2ccccc2)ncnc1OCc1ccccc1 (stereo not drawn),-2.9,16,5,-1,-1,13,-6,8,11
CC(=O)NCCc1ccc(S(=O)(=O)Nc2ccc3c(c2)OCCO3)cc1,-3.9,2,3,0,10,-26,-15,-31,-1
CSc1ccccc1OCc1cc(C(=O)N(C)CCn2nc(C)cc2C)no1,0.0,17,0,0,-2,12,2,-6,0
Cn1c(=O)c2c(-c3ccccc3)n(-n3cnnc3)cc2n(C)c1=O,0.8,20,8,-3,-1,-4,2,0,-6
COc1cc(OC)cc(C(=O)Nc2ccc(Cn3ccnc3)cc2)c1,-0.6,-3,18,-5,12,-5,-3,0,4
Cc1nc(SCC(=O)Nc2cccc(Cl)c2)n[nH]1,1.5,18,5,2,-4,-15,2,-2,0
Cc1ccc(S(=O)(=O)NCCNc2ccccc2[N+](=O)[O-])cc1,-2.1,-2,1,-3,-8,-1,-4,-6,-14
O=c1[nH][nH]c(C(F)(F)F)c1C=Nc1cccc(Cl)c1,-0.5,7,14,-3,-7,-38,3,6,-16
O=[N+]([O-])c1cc(-c2nc(-c3ccncc3)no2)cc([N+](=O)[O-])c1,-0.5,13,1,-3,0,-8,-1,22,-36
O=C(COC(=O)/C=C/c1ccccc1Cl)NC(=O)Cc1ccccc1,5.1,24,6,-1,-8,-18,5,-1,-27
Cn1nc(-c2ccccc2)cc1NC(=O)Nc1ccccc1F,0.5,9,4,1,15,-11,-6,-5,7
Cc1ccc(F)c(S(=O)(=O)NC(=O)C2(C)CCN2C(=O)Cc2cccc3ccccc23)c1 (stereo not drawn),x,14,2,0,3,-11,2,2,x
CCOc1ccc(CNC(=O)NS(=O)(=O)c2ccc(OC)cc2)cc1,-3.0,21,-1,3,-10,1,2,6,1
CCn1c(C)c(C(C)=O)c(NCc2ccccc2)nc1=S,-1.1,0,1,-6,-8,7,1,-23,-7
CCn1c(SCC(=O)N2CCCC2)nnc1-c1ccc(N)cc1,-0.6,17,0,-2,-8,-6,11,4,11
CCC1(C)NC(=O)N(CC(=O)N2CCC(Cc3ccccc3)CC2)C1=O (stereo not drawn),-0.2,10,10,3,2,8,4,7,-10
CC(C)CC(C(=O)Nc1ccc2c(c1)OCCO2)N1C(=O)c2ccccc2C1=O (stereo not drawn),-0.9,17,15,0,1,6,1,9,-22
O=C(C[C@@H]1C/C=C\C[C@@H](Cc2ccc(F)cc2)C(=O)OCCNC1=O)N[C@H](CO)Cc1ccccc1,-0.4,-6,10,-4,12,-3,-5,1,13
COc1ccc(OCC(O)CNC(=O)c2ccccc2)cc1 (stereo not drawn),-2.1,15,-1,-2,11,-30,2,6,-3
CC(C)(C)c1ccc(/C=C/C(=O)NC2CCS(=O)(=O)C2)cc1 (stereo not drawn),-0.1,-11,8,-3,7,8,4,2,-9
NC(=O)c1cccc(-c2ccnc3c2CC(C(=O)NCCC(F)(F)F)O3)c1 (stereo not drawn),x,-13,2,2,9,-18,0,0,x
O=C(Nc1ccc(Cl)cc1C(F)(F)F)c1ccccc1,-0.2,4,-2,1,9,4,-3,0,-11
Cc1ccc(C)c(NC(=O)c2ccc3c(c2)CCN3S(C)(=O)=O)c1,-0.5,10,2,-2,16,17,-12,0,4
Cc1cc(NC(=O)Cn2nc(C(F)(F)F)c3c2CCC3)no1,-3.1,-2,4,-3,-6,3,0,-2,49
O=[N+]([O-])c1cc(Br)c2c(c1)CCN2,-2.8,8,-1,-2,-1,-24,-2,-3,18
COC(=O)c1ccc(NC(=O)C23CCC(C)(C(=O)O2)C3(C)C)cc1 (stereo not drawn),-0.9,20,1,-15,-3,-4,4,0,4
O=c1c([N+](=O)[O-])c(N2CCOCC2)c2ccccc2n1Cc1ccccc1,0.5,-5,-1,-3,4,-2,-3,-7,-27
Cc1cc2oc(=O)cc(CN(C)Cc3ccccc3F)c2cc1Cl,3.2,-3,0,5,3,13,-1,-4,-18
CCOc1ccccc1NC(=O)N1CCCc2ccccc21,-2.6,12,-3,-4,-5,-30,-2,-4,34
Cc1ccc(CN=c2c([N+](=O)[O-])nn(-c3cccc(C)c3)n2O)cc1,-2.5,1,1,-14,9,8,-14,-6,8
COc1ccc(-c2nc(-c3ccccn3)nc(N3CCN(C)CC3)c2C#N)cc1,0.3,23,6,3,2,21,2,-4,17
C[n+]1ccccc1COc1ccc(C(C)(C)C)cc1,0.3,3,3,-7,11,14,-15,-12,0
CN(C)N1C(N)=C(C#N)C(c2ccc(Cl)cc2)C2=C1CCCC2=O (stereo not drawn),-1.3,8,0,-3,10,-9,-4,-5,1
CCCn1c(=NC(=O)CCS(=O)(=O)c2ccccc2)sc2cc(S(N)(=O)=O)ccc21,-4.3,9,2,-8,11,20,-6,-7,22
Cc1ccc(N2CCN(c3ccc(NC(=O)CCC(=O)O)cc3)CC2)cc1,-1.2,24,1,-1,0,12,2,0,19
Cc1ccc(CC(=O)Nc2cc(C)ccn2)cc1,0.7,6,3,0,-1,-17,-3,-7,1
CCOc1ccc(S(=O)(=O)N2CCOCC2)cc1NC(=O)C1CCC1,-0.2,-3,2,-3,0,-13,2,-3,3
CC(=O)Nc1ccc(S(=O)(=O)N2CCN(C)CC2)cc1,9.7,5,14,0,7,0,-7,1,0
COC(=O)c1cc(-c2ccc(Cl)cc2Cl)n[nH]1,-0.1,11,2,0,3,-6,-8,5,-21
COc1cccc(C(=O)NNC(=O)C(=O)Nc2cccc(Cl)c2C)c1,2.1,11,-5,-2,19,0,-8,-2,-4
C=CC(=O)NCC1OCCc2ccccc21 (stereo not drawn),0.8,16,6,-10,-4,2,2,-5,-10
Cc1cc(C)c(OCC(=O)Nc2nc(-c3ccccn3)cs2)c(C)c1,0.6,5,0,-10,5,-11,4,-7,-13

(next part)
smiles,CRFR2-BP ag,M1 PAM parental,TAAR1 agonist,CHRM5 agonist,M5 antag,TAAR1 antagonist,M5 PAM,CHRM4 PAM,CRFR2-BP antag
O=C(COC(=O)C(Cc1ccccc1)NC(=O)c1ccccc1)c1ccccc1 (stereo not drawn),-0.8,2,5,-4,10,46,-7,2,25
COc1ccc2oc(C(=O)OCC(=O)N(C)CC(=O)Nc3ccc(C)cc3)c(C)c2c1,-1.3,5,3,-3,1,-1,-2,2,2
CN(C)c1ccccc1C(=O)N1CCCC(C(=O)c2ccc3ccccc3c2)C1 (stereo not drawn),0.8,8,5,3,19,1,-20,-10,-9
COc1ccccc1CNC(=O)CSc1nc2ccccc2c(=O)n1CCCN1CCOCC1,0.3,-10,3,-3,1,7,-1,-1,14
O=Cc1cnc(N2CCN(c3ccccc3)CC2)s1,4.7,4,7,-1,11,15,4,2,-13
C/C=C/C(=O)Nc1nnc(C(C)C)s1,-2.3,13,5,-1,-4,-10,2,-1,6
CCNC(=S)Nc1cccc(S(=O)(=O)NC2=NCCC2)c1,-1.4,-1,4,1,6,0,3,-2,5
CCOc1ccccc1N1CCN(C(=O)c2cc3ccccc3cc2OC)CC1,0.0,-18,-1,-1,2,0,2,7,-3
O=C(NCc1ccccc1)C(c1ccco1)N(C(=O)c1csnn1)c1ccccc1 (stereo not drawn),-0.1,12,1,-1,3,14,-3,7,-2
COc1ccc(CNS(=O)(=O)c2cc(CN3C(=O)c4cccnc4C3=O)ccc2OC)cc1,-0.9,5,1,-2,-11,-3,5,0,-1
COc1ccc(-n2nc3c(c2NC(=O)CBr)CSC3)cc1,-1.4,-4,0,-4,-5,-6,4,2,7
